Assay outcomes as filed in PubChem.
ALOX12 inh – inhibitors of human 12S-lipoxygenase ALOX12; P18054; purified 12hLO, xylenol orange hydroperoxide absorbance; Potency, µM (series often up to 108 µM), for inactives: at the top dose activity change, negative = inhibition, usual class: inhibitors; 580,000 compounds, 1.1% hits; AID 1671190; further: potency means the concentration at half of the fitted maximal effect; on the % scale 0 is the no-effect control and ±100 the full control effect
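Hydroperoxide product was detected by ferrous iron/xylenol orange as the 573 to 405 nm absorbance ratio. Arachidonic acid at 40 uM (final) was turned over for 30 min at room temperature by 150 nM human 12hLO, pH 7.0 Hepes buffer, after 15 min compound preincubation.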
G9a inh – inhibitors of human histone lysine methyltransferase G9a; Potency, µM (highest dose often 102 µM), inactives show at the top dose activity, negative = inhibition, actives largely listed as inhibitors; 350,000 compounds, 8.8% hits; AID 504332; G9a H3K9 monomethylation, AlphaScreen, 2 h; further: potency means the concentration at half of the fitted maximal effect; on the % scale 0 is the no-effect control and ±100 the full control effect; nearly all actives have a fitted effect of over 75% in size
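AlphaScreen read-out: biotin-H3K9 peptide (500 nM) methylation by 20 nM enzyme with 20 uM SAM, 2 h at room temperature after 15 min compound preincubation; anti-monomethyl H3K9 antibody plus donor/acceptor beads, 10 min dark.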
ERG Ets-DNA blk – ERG Ets/DNA interaction inhibition; Potency, µM (highest dose often 76.9 µM), for inactives: at the top dose FP activity, negative = inhibition, actives largely listed as inhibitors; 370,000 compounds, 0.028% hits; fluorescence polarization, His-ERG Ets domain / labelled DNA; P11308; active means well fitted inhibition curve with a large enough effect in the polarisation, with a control signal flat; inconclusive means small, poorly fitted or top-dose-only effect, or effect the other way, or a change in a side signal; inactive means no such curve, though single readings can be large or run the other way; the % refers to the polarisation;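 further: polarization taken with two DNA probes labelled with fluorescein and Texas red; potency means the concentration at half of the fitted maximal effect; % of control where 0% means no effect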
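His-tagged ERG Ets domain (1 uM in the protein solution; 300mM KCl, 50mM Tris-HCl, 1mM EDTA, 1mM DTT, pH 7.5) received compound, then a probe mix of 5 nM fluorescein-DNA and 100nM Texas-615-DNA. Fluorescence polarization was read for both dyes.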
JMJD2A Tudor inh – blocks the human JMJD2A Tudor domain; AlphaScreen JMJD2A-Tudor / H3K4me3 peptide binding; O75164; AID 504339; 390,000 compounds, 4.4% hits; Potency, µM (top dose mostly 114 µM), for inactives: top-dose activity change, negative = inhibition, most hits filed as inhibitors; further: potency means the concentration at half of the fitted maximal effect; on the % scale 0 is the no-effect control and ±100 the full control effect; nearly all actives have a fitted effect of over 50% in size
HP1b chromo inh – inhibitors of HP1-beta chromodomain binding to methylated histone tails. AID 540317. Potency, µM (top dose mostly 114 µM), for the others: at the top dose activity change, negative = inhibition, usual class: inhibitors. 390,000 compounds, 0.56% hits. AlphaScreen HP1-beta / biotin-H3K9me3 peptide binding; further: potency means the concentration at half of the fitted maximal effect; nearly all actives have a fitted effect of over 70% in size; inactives centre near 23
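Compound inhibition of the preformed complex between 50 nM HP1-beta and 50 nM biotinylated H3K9me3 peptide was read by AlphaScreen. Buffer was PBS pH 7.4 with 0.01% Tween-20. Incubations ran 30 min at room temperature, with 10 ug/mL donor/acceptor beads.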
RGS4 inh – blocks human RGS4-accelerated GTP hydrolysis; P49798; Transcreener GDP fluorescence polarization, RGS4-accelerated GTP hydrolysis; Potency, µM (doses to about 114 µM), for the others: at the highest dose activity change, negative = inhibition, usual class: inhibitors; 390,000 compounds, 0.039% hits; further: potency means the concentration at half of the fitted maximal effect; on the % scale 0 is the no-effect control and ±100 the full control effect; nearly all actives have a fitted effect of over 75% in size; some results filed as inactive show a strong effect at the top dose
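MLSMR compounds (23 nl, pin-transferred) preincubated 10 min at room temperature with a 500nM (2x) first reagent, then RGS4 at 900nM (2x) plus Transcreener GDP mix added; fluorescence polarization (620/688 nm) read before and after 90 min at 30 °C.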
BAZ2B block – BAZ2B (human) inhibition; AlphaScreen BAZ2B-H3K14Ac peptide displacement; Potency, µM (doses to about 114 µM), for the others: at the top dose activity change, negative = inhibition, usual class: inhibitors; 360,000 compounds, 4.4% hits; AID 504333; further: potency means the concentration at half of the fitted maximal effect; on the % scale 0 is the no-effect control and ±100 the full control effect; nearly all actives have a fitted effect of over 60% in size
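AlphaScreen luminescence quantifies BAZ2B engagement of H3K14Ac peptide; the protein and biotinylated peptide are both at 50 nM final, buffer PBS pH 7.4 with 0.01% Tween-20, all steps at room temperature.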
PI4K2A inh – inhibitors of human PI4K2A | Q9BTU6 | purified PI4K2A, ADP-Glo luminescence, 1 h; hits give low values | activity change, negative = inhibition, % at 76.9 µM | 420,000 compounds, 0.13% hits; in the data active means activity change below about -50%; inconclusive means mostly about -30% to -49%;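 further: -100% = wells without enzyme as full effect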
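In this quantitative HTS, ADP production by PI4K2A was quantified luminescently after 1 h at ambient temperature; 100 microM adenosine served as plate-quality control.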
GLS inhibitor – inhibitors of human glutaminase (GLS). O94925. GLS enzymatic activity, qHTS titration. Potency, µM (doses to about 45.5 µM), inactives show top-dose activity change, negative = inhibition, hits mostly inhibitors. 410,000 compounds, 0.21% hits; further: potency means the concentration at half of the fitted maximal effect; on the % scale 0 is the no-effect control and ±100 the full control effect
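hKGA in 45 mM KH2PO4 (pH 8.2), 0.02% Tween-20 with compound, then 1mM L-Glutamine (stock as added) plus glutamate oxidase/HRP/Amplex red coupling mix. Fluorescence read initially and after 30 min at RT; signal change reflects glutamate formation.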
* hit, by the source's call; i = inactive; ? = inconclusive; nt = no result given; & = joins results of further samples; [ ] = dose if it differs, or a comment. Unless noted, the call rests on the fitted dose curve; in most records, active means well fitted curve in the direction sought with a large enough effect; inconclusive means small, poorly fitted or top-dose-only effect, or another doubt; inactive means no such curve, though single readings can be large; an effect the other way counts as inactive or inconclusive.

SMILES	ALOX12 inh	G9a inh	ERG Ets-DNA blk	JMJD2A Tudor inh	HP1b chromo inh	RGS4 inh	BAZ2B block	PI4K2A inh	GLS inhibitor
O=C(CCC(=O)N1CCOc2ccccc21)NCCN1CCOCC1	26%	19%	-4%	-10%	19%	-5%	14%	-1	2%
Cc1ccccc1-c1nc(CNC(=O)NC2CCCCC2)c(C)o1	-5%	5%[59 µM]	-12%	-11%	31%	33%	-10%	-1	0%
COc1ccc(OC)c(NC(=O)C2COc3ccccc3O2)c1 (configuration not stated)	0%	-2%	2%	-13%	28%	13%	-5%	3	6%
COc1cc(/C=C(\C#N)c2ccccn2)ccc1OCC(=O)Nc1cccc(C(F)(F)F)c1	9%	-1%[59 µM]	-11%	-4%	13%	-9%	10%	-4	6%
Cc1nn(-c2ccccc2)c(C)c1C(=O)NCCc1ccccc1	3%	-10%	1%	-8%	8%	12%	-5%	5	4%
NC(=O)CC[C@H](NC(=O)c1ccc(F)cc1)C(=O)OCC(=O)NCc1ccc2c(c1)OCO2	-44%	nt	2%	-6%	36%	32%	nt	0	1%
Cc1ccc(-c2nn(CC(=O)NC3CCCCC3)c3c2cnc2ccc(F)cc23)cc1C	-22%	16%[59 µM]	0%	-12%	29%	27%	-7%	0	-11%
O=C(O)CCN1c2cccc3cccc(c23)S1(=O)=O	-5%	-10%	2%	-13%	1%	28%	0%	2	-13%
O=C(CN(Cc1ccc(Cl)cc1)S(=O)(=O)c1ccccc1)NCC1CCCO1 (configuration not stated)	-1%	-2%	2%	-8%	16%	-22%	-3%	2	-3%
CS(=O)(=O)N(CC(=O)NCc1ccc2c(c1)OCO2)c1cccc(Cl)c1	1%	12%	-1%	-6%	41%[activator]	18%	3%	2	-7%
CCCCCC(N)=O	5%	6%[0.501 µM]	18%	-3%	58%[activator]	-2%	8%	-1&3	-2%&8%
N#C/C(=C\c1cn(CC(=O)N2CCCC2)c2ccccc12)C(=O)NCc1ccc2c(c1)OCO2	-22%	1%	15%	-16%	-12%	37%	-2%	0	1%
Cc1ccc(OCc2nnc(SCC(=O)c3ccccc3)n2-c2ccccc2)cc1	-14%	?	0%	-26%	54%	?	9%	4	-7%
CCNS(=O)(=O)c1ccc(CCC(=O)N2CCN(c3ccc(OC)cc3)CC2)cc1	-9%	?	-3%	9%	12%	-27%	1%	154	-19%
CCC(Sc1nc2cc(OC)c(OC)cc2c2nc(-c3ccccc3)nn12)C(=O)Nc1cccc(C)c1 (configuration not stated)	-15%	-4%[59 µM]	-3%	-9%	35%	26%	nt	4	-3%
CC(=O)NCc1ccc(S(=O)(=O)N2CCN(S(=O)(=O)c3ccc4ccccc4c3)CC2)cc1	-6%	2%	11%	-12%	20%	17%	10%	3	1%
O=C(NCc1ccc2c(c1)OCO2)C1CC(c2cccc(Br)c2)=NO1 (configuration not stated)	0%	nt	2%	-4%	32%	-17%	-3%	5	-17%
COc1cc(NC(=O)c2c(F)cccc2F)nc(OC)n1	-3%	27%	7%	-2%	-2%	22%	-10%	-4	4%
COc1cc(C(N)=O)cc(Br)c1OC	0%	?	0%	3%	23%	-5%	7%	-4	3%
N=c1sccn1CC(=O)Nc1ccc(S(=O)(=O)N2CCOCC2)cc1	?	?	-4%	-15%[11.4 µM]	37%	13%[11.4 µM]	-7%	5	1%
CN(CC(=O)Nc1ccc(F)c(F)c1F)C(=O)C1CCC1	-2%	-2%	12%	0%	17%	-11%	-5%	-1	0%
COc1ccc(CCNC(=O)CN(C)S(=O)(=O)c2cccc3nsnc23)cc1OC	-13%	-14%[59 µM]	3%	-11%	65%[activator]	-14%	5%	0	-8%
C#CCOCCOCCOCCNc1nc(N2CCOCC2)nc(N2CCN(C(=O)CCCCCCCCCCNC(=O)Cn3cc(CCCCCN)nn3)CC2)n1	-24%	-13%[2.33 µM]	0%	?	-1%	7%	-10%	-8	4%
CC1=CC(C)(C)Nc2ccc(OC(=O)c3cccnc3)cc21	-2%	45µM*	2%	?	-6%	?	40µM*	1	-29%
CC(=O)Nc1ccc(N(C(=O)c2ccco2)C(C(=O)NC2CCCC2)c2cccs2)cc1 (configuration not stated)	-2%	5%	-7%	-14%	21%	4%	-16%	2	4%
COc1cccc(C(=O)Nc2ccc(-c3nc4ccccc4s3)cc2Cl)c1	-11%	14%[59 µM]	0%	-7%	21%	6%	4%	-5	1%
CN1C(=O)c2ccccc2Sc2ccc(NC(=O)Cc3c(F)cccc3Cl)cc21	?	-29%[59 µM]	3%	?	1%	-10%	-29%	-8	-6%
O=C(COc1ccc(Cl)cc1Cl)NCCSc1ccc(Cl)cc1	-4%	28%	-6%	?	70%[activator]	-37%[11.4 µM]	50%[activator]	7	?
CCN(CC(=O)NCc1cccs1)S(=O)(=O)c1ccc(C(C)C)cc1	3%	13%	-1%	-5%	33%	-1%	10%	-1	6%
COCCOC(=O)C1=C(C)N=C2SCCC(=O)N2C1c1ccc(OCc2ccccc2)c(OC)c1 (configuration not stated)	1%	9%[59 µM]	4%	-20%	15%	-17%	-1%	0	-1%
Cc1noc(C)c1CSc1nnc2scc(-c3ccc(Cl)cc3)n12	0%	11%[59 µM]	1%	-8%	28%	2%	2%	-1	3%
O=C(Oc1cccnc1)c1ccc([N+](=O)[O-])cc1Cl	-12%	?	3%	-24%	19%	-16%[11.4 µM]	-32%	-6	-2%
CCCCCCNc1nc2c(c(=O)n(C)c(=O)n2C)n1Cc1cccc(C)c1	-4%	-21%[59 µM]	7%	-3%	-14%	27%	-2%	0	8%
Nc1nc(Nc2cccc(Cl)c2)nc(NCCO)c1[N+](=O)[O-]	9%	?	21%	-26%	?	-8%	-27%	-2	-12%
COc1ccc2nc(-c3ccccc3)cc(C(=O)N3CCC3)c2c1	-14%	0%[12.7 µM]	0%	-19%	37%	6%	7%	-7	1%
COc1cc(C)c(/C=C(\C#N)C(=O)Nc2cccc(C)c2)cc1C(C)C	2%	6%[59 µM]	-1%	-7%	21%	-3%	4%	6	1%
Cc1cc2ccccc2n1CCNC(=O)c1ccc(F)cc1	0%	-18%[59 µM]	5%	-22%	9%	-17%	-15%	6	-5%
COc1cc2c(c(OC)c1OC)-c1ccc(OC)c(=O)cc1C(N)CC2 (configuration not stated)	?	nt	nt	-14%	3%	11%	nt	4	6%
COc1ccc2c(c1OC)C(=O)N1c3ccccc3SC21 (configuration not stated)	0%	?	1%	-3%	55%[activator]	-50%	-5%	1	13%
COc1ccc(F)cc1S(=O)(=O)NCCc1c(C)[nH]c2c(Cl)cccc12	-9%	-1%[59 µM]	5%	-33%	7%	11%	?	-3	1%
CCC(C)(C)NC(=O)C(c1ccc(C)cc1)N(Cc1cccs1)C(=O)c1ccc2c(c1)OCCO2 (configuration not stated)	?	-11%[59 µM]	-12%	-31%	16%	4%	7%[57.1 µM]	-1	-6%
COC(=O)C1=CN(c2ccc(OC)cc2)C=C(C(=O)OC)C1c1cccc(F)c1	-5%	265%[activator]	-2%	68%[activator]	103%[activator]	8%	111%[activator]	0	0%
CCOc1ccc(-c2nn(-c3ccccc3)cc2/C=C2\SC(=S)N(Cc3ccco3)C2=O)cc1	-25%	9%[59 µM]	-3%	?	-2%	11%	-9%	-6	6%
C/C(=N\NC(N)=S)c1ccc(Cl)s1	?	?	-3%	-14%	12%	?	-30%	-5	3%
O=C(O)C1(c2ccccc2)CCN(S(=O)(=O)c2ccc(Br)cc2)CC1	-6%	17%[0.501 µM]	0%	-10%	34%	3%	-6%	1	4%
Cn1c(Cn2c(=O)sc3ccccc32)nnc1SCC(=O)Nc1ccccc1	340%[activator]	20%[59 µM]	-1%	-14%	28%	-11%	-1%	4	4%
COCC(=O)N1CCC(Oc2ccc(C(=O)NCc3cc(C)no3)cc2)CC1	i	10%	-6%	-10%	38%	-19%	2%	-1	1%
C=CCSc1n[nH]c(-c2ccc(OCCCC)cc2)n1	19%	2%[12.7 µM]	6%	17%	117%[activator]	-1%	10%	3	-26%
CCCN(CC(=O)Nc1ccc(F)c(F)c1F)C(=O)CCc1nc2ccccc2c(=O)[nH]1	-19%	-35%[12.7 µM]	12%	-4%	29%	-35%	4%	1	-3%
COC(=O)c1sccc1S(=O)(=O)N(CC(=O)NCc1ccc(C)cc1)c1ccccc1	-17%	12%[59 µM]	2%	-16%	-18%	-13%	-10%	1	9%
CCCC[C@@H]1C=C(C(=O)O)[C@H](c2ccc(C#N)cc2)N1S(=O)(=O)c1ccc(C)cc1	?	nt	-3%	-14%	28%	-17%	nt	-2	0%
COc1cc(S(=O)(=O)N2CCOCC2)ccc1NC(=O)COC(=O)/C=C/c1cc(OC)c(OC)c(OC)c1	-22%	nt	22%	-24%	20%	33%	nt	-1	-14%
CCOc1ccc(C(=O)C(CCC(CN(C)C)C(=O)c2ccc(OCC)cc2)CN(C)C)cc1 (configuration not stated)	-13%	?	-7%	?	51%[activator]	-13%[11.4 µM]	?	6	12%
CCC(C)NC(=O)CSc1nnc(-c2ccc(C(C)(C)C)cc2)n1C (configuration not stated)	-6%	-4%[59 µM]	nt	-3%	20%	20%	-5%	3	8%

Some of the compounds tested. The share of hits here may be higher or lower than overall.
